# Screens: PubChem, several laboratories
# T cell modulator: T cell immune modulation candidate. 2C CD8+ T cell-vesicle binding, flow cytometry; active compounds read low. calls only at 7 µM. hit rate 0.068% among 330,000. AID 2052;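 active means response, share of CD8 T cells binding vesicles, and their 90th percentile fluorescence all below set limits, cut at about 80% in these data, passing the limit was not always enough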
#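 System: murine 2C transgenic CD8+ T lymphocytes; also added: QL9-loaded Drosophila micro-vesicles; times: binding 1.5 h at 37 °C; measured by: flow cytometry, PE anti-B7-1 (FL2) versus Alexa647 anti-CD8 (FL8), PFA-fixed; control set: Peptide-free naked vesicles (low) and QL9 vesicles with 0.7% DMSO vehicle (high)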
# NTR1 agonist: NTR1-driven beta-arrestin-GFP spot formation – imaging, U2OS cells, high content, primary screen (AID 493036) | activation, % at 20 µM | hit rate 0.17% among 330,000 | agonist mode | P30989;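 active means activation at or above 40% of the spot to cytoplasm intensity ratio, with at least 20 cells analyzed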;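 further: 0% = DMSO without peptide and 100% = 100 nM NTR1 peptide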
# Target sequence (P30989 whole entry, looked up): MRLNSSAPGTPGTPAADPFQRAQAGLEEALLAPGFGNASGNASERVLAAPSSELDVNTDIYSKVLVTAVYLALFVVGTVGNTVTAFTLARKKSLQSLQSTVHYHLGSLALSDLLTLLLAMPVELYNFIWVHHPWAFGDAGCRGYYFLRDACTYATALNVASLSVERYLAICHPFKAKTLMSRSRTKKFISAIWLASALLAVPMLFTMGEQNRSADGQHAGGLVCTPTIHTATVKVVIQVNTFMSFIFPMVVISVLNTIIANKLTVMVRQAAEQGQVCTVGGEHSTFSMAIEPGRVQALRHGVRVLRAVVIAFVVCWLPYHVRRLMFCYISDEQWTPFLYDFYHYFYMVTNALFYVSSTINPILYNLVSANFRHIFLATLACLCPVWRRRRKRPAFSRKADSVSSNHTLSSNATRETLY
# NOD1 NF-kB reporter: inhibition of NOD1-driven NF-kB reporter – cell-based, luminescence, uHTS, primary screen (AID 1578) | hit rate 1% among 290,000 | inhibition, % at 4 µM; hits with a dose series show EC50 in µM | NOD1-driven NF-kB luciferase reporter cells, luminescence; higher % means a stronger effect; in the data active means inhibition mostly above about 36%, no sharp cut-off; inactive means mostly below about 34%;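 further: HEK-293T reporter cells stimulated with the NOD1 agonist gamma-tri-DAP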
# KOR beta-arrestin-1: kappa opioid receptor blockers – cell-based, luminescence, uHTS (AID 1778); hit rate 0.091% among 290,000; inhibition, % at 10 µM; hits with a dose series show IC50 in µM; KOR beta-arrestin recruitment, luminescence, antagonist mode; higher % means a stronger effect; further: strong numbers were not always called active
# KOR beta-arrestin-2: KOR agonists, beta-arrestin recruitment, primary screen, cell-based, luminescence, uHTS (AID 1777); KOR beta-arrestin recruitment, luminescence; higher % means a stronger effect; activation, % at 10 µM, or EC50 in µM where a hit was titrated; hit rate 0.02% among 280,000; in the data active means activation above about 50%, passing the limit was not always enough; further: a part of the inactive calls stands beside numbers as strong as those of hits
# Myeloid diff MLP: compounds promoting myeloid differentiation; ER-HoxA9 myeloid progenitors, lysozyme-GFP differentiation, flow cytometry; calls only at 10 µM; hit rate 1% among 360,000;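 active means normalized GFP-positive differentiation at or above the plate's own cutoff, the solvent-only control mean plus 3 SD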;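 further: cells exposed to compound for four days before flow analysis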
# GPR55 beta-arrestin: GPR55 agonists via beta-arrestin recruitment, primary screen, imaging, U2OS cells, beta-arrestin-GFP redistribution (AID 1961); hit rate 0.048% among 290,000; U2OS GPR55 beta-arrestin-GFP redistribution imaging; higher % means a stronger effect; activation, % at 10 µM, or EC50 in µM where a hit was titrated;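 active means activation above 40% with more than 50 cells counted in the well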;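 further: U2OS osteosarcoma cells stably expressing GPR55 and beta-arrestin-GFP; plate controls were DMSO negative control for no effect and LPI positive control for full effect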
# GPR55 antagonists: GPR55 antagonists blocking LPI-driven arrestin recruitment, primary screen, imaging, U2OS, beta-arrestin-GFP, LPI agonist (AID 2013); inhibition, % at 10 µM, or IC50 in µM where a hit was titrated; U2OS GPR55 beta-arrestin-GFP translocation imaging, LPI antagonism; higher % means a stronger effect; hit rate 0.13% among 290,000;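 active means spots per cell inhibited over 60%, with over 100 cells counted and total cytoplasm intensity under 500,000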;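 further: U2OS cells stably carrying GPR55 and arrestin-GFP stimulated by 5 µM LPI near EC80; imaged beta-arrestin-GFP aggregate spots per cell after agonist stimulation; plate controls were LPI-stimulated DMSO wells for no effect and DMSO wells without LPI for full effect; some results filed as inactive read as strong as hits; confirmed hits need IC50 under 10 µM and bright autofluorescent wells are also inconclusive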
# NOD2 inhibition: inhibition of NOD2-driven NF-kB reporter – cell-based, luminescence, uHTS, HEK293 (AID 1566); HEK293 NOD2/NF-kB luciferase reporter, luminescence; higher % means a stronger effect; inhibition, % at 4 µM, or EC50 in µM where a hit was titrated; hit rate 0.63% among 290,000; further: many of its hits are not listed in these tables
# T cell modulator vesicle-bound %: recorded beside T cell modulator, whose call it bears; double positive events, %; measured here: CD8+ vesicle-bound cell fraction;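 binding gate set so that unloaded-vesicle control wells show 10% double positive cells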
# NTR1 agonist cell count 20 µM: recorded beside NTR1 agonist, whose call it bears; cell count; measured here: cell count, cytotoxicity flag
# Myeloid diff MLP GFP+ MAC1+ %: recorded beside Myeloid diff MLP, whose call it bears; GFP+ MAC1+ double positive, %; measured here: differentiation confirmed by MAC1 staining
# Starred values were filed as active, the others as inactive; i = inactive; x = no result given; + = active, no number; [ ] = dose if it differs, or a comment. Unless noted, no stated cut-off is given here; in the data, active means inhibition above about 50%; inactive means the rest. Only part of the results is shown, so the mix of outcomes need not match the whole.
SMILES,T cell modulator,T cell modulator vesicle-bound %,NTR1 agonist,NTR1 agonist cell count 20 µM,NOD1 NF-kB reporter,KOR beta-arrestin-1,KOR beta-arrestin-2,Myeloid diff MLP,Myeloid diff MLP GFP+ MAC1+ %,GPR55 beta-arrestin,GPR55 antagonists,NOD2 inhibition
O=C(NC1CCCC1)C1C2C=CC3(CN(Cc4cccs4)C(=O)C13)O2 (configuration not stated),i,51,-2.1,90,-20%,11%,0.3%,i,1.8,-0.2%,6%,-4%
O=C(c1cccc(C(F)(F)F)c1)N1CCC(O)(CS(=O)(=O)Cc2ccccc2)CC1,i,28,8.4,75,1%,-8%,-2.0%,i,1.2,-0.1%,8%,8%
CCc1nnc(NC(=O)c2nc3nccc(C)n3n2)s1,i,41,1.4,56,6%,11%,6.2%,i,1.0,-0.1%,6%,-11%
COc1ccc(OC)c(S(=O)(=O)N2CCC(C(=O)NCCc3ccc(OC)c(OC)c3)CC2)c1,i,23,-0.8,56,-7%,-4%,-1.1%,i,1.0,0.2%,13%,7%
CCOc1cccc(C(=O)Nc2cccc(C(=O)NCC(C)C)c2)c1,i,53,-0.3,44,-2%,-7%,-2.8%,i,0.3,-0.3%,11%,27%
CN(C(=O)c1ccncc1)c1nnc(-c2ccccn2)s1,i,32,1.1,56,-18%,12%,-6.8%,i,0.2,-0.1%,7%,-13%
Clc1ccc2nc(C3CCN(Cc4nnnn4C4CCCCC4)CC3)[nH]c2c1,i,60,2.4,76,-19%,4%,4.7%,i,0.5,-0.1%,1%,12%
CC(C)C[C@@H](CN=[N+]=[N-])N1CCN(Cc2ccccc2)CCC1=O,i,11,-2.0,50,-8%,-9%[20 µM],-3.0%,i,1.8,0.4%,5%,4%
NS(=O)(=O)c1ccc(NC(=O)CSc2nc3ccccc3n2-c2ccccc2)cc1,i,7,0.9,47,-42%,18%,-3.8%,i,1.1,1.9%,10%,35%
O=C(NCc1cccs1)c1cccn2c(=O)c3sccc3nc12,i,50,4.2,62,-10%,-28%,-2.0%,i,0.1,-0.6%,11%,36%
COc1ccc(-c2[nH]n(-c3ccc([N+](=O)[O-])cc3)c(=O)c2C=NCc2ccncc2)cc1,i,60,3.8,67,5%,-38%,3.5%,i,0.7,0.6%,0%,-15%
O=C1CCCN1CN(C(=O)c1ccccc1)c1ccc(F)cc1,i,21,4.4,82,-28%,-4%,4.4%,i,1.2,-0.1%,0%,-8%
N#Cc1ccccc1NC(=O)COC(=O)CCc1ccccc1,i,34,0.7,46,-19%,-45%,4.8%,x,x,0.0%,13%,15%
O=C(O)CCCc1nc(-c2ccccc2)no1,i,20,-0.5,89,-24%,17%,-2.9%,i,1.3,-0.1%,-4%,-10%
Cc1ccccc1CN1C(=O)c2ccccc2Sc2ccc(C(=O)NCCCN3CCOCC3)cc21,i,36,1.4,52,3%,-1%,0.2%,i,2.9,2.0%,-9%,20%
Cc1cccc(OCCC(=O)Nc2nnc(C)s2)c1,i,46,-1.3,56,-34%,-2%,-7.5%,i,0.1,-0.2%,12%,13%
CCCn1c(SC(C(=O)Nc2cc(C)ccc2OC)c2ccccc2)nc2ccccc2c1=O (configuration not stated),i,39,0.7,36,-6%,9%,-2.7%,i,0.6,0.6%,3%,-9%
CCCCSc1nc2c(c(=O)[nH]c(=O)n2C)n1CCc1ccccc1,i,13,9.4,95,-16%,-24%,-1.4%,i,2.8,0.3%,4%,-2%
COc1ccccc1/C=N\Nc1cc(C)nc(-n2nc(C)cc2C)n1,i,6,6.0,46,-40%,47%,3.5%,i,1.1,0.0%,7%,21%
CC(C)OCCCNC(=O)CN1C(=O)COc2ccc(S(=O)(=O)N3CCCCCC3)cc21,i,51,-4.9,62,-22%,-17%[20 µM],-4.4%,i,1.6,0.5%,-3%,11%
O=C(CC1COc2ccccc2O1)Nc1ccccn1 (configuration not stated),i,59,0.8,49,-29%,31%,-2.2%,i,0.5,0.0%,-3%,-3%
O=Cc1c(Sc2ccccn2)nc2ccccn2c1=O,i,64,0.1,54,-12%,-39%,1.2%,i,0.0,-0.2%,-2%,4%
Nc1nc(NCCCN2CCOCC2)nc(Nc2cccc(F)c2)c1[N+](=O)[O-],i,44,1.0,46,-6%,x,3.9%,i,0.3,-0.2%,-28%,0%
CCCc1nc2ccccc2[nH]1,i,39,-0.8,69,-5%,2%,-3.4%,i,1.4,0.3%,2%,-4%
O=C1NC(c2cccs2)C(C(=O)c2ccccc2)C(O)(C(F)(F)F)N1 (configuration not stated),i,5,-1.4,49,-18%,6%,0.6%,i,5.0,-0.2%,4%,16%
O=c1c2ccccc2c(-c2n[nH]c(=S)o2)nn1Cc1ccccc1,i,4,0.9,43,-2%,28%,-1.5%,i,0.2,-0.5%,-1%,-2%
COc1ccccc1/C=C/C(=C1/C(=O)N(c2ccccc2)N=C1C)c1ccc(C)cc1,i,19,5.4,43,-14%,36%,1.9%,i,0.7,-0.2%,3%,-24%
O=C(CCc1nnc2n(Cc3ccc(F)cc3)c(=O)c3ccccc3n12)N1CCN(c2ccccn2)CC1,i,2,3.7,68,3%,-18%,-0.5%,i,4.5,-0.2%,11%,34%
Cc1cc(C)cc(OCC(=O)NC2=NCCS2)c1,i,64,-2.3,84,-20%,23%,-3.9%,i,0.7,0.5%,4%,-9%
Cc1nc2c(-c3ccc(Cl)cc3)c(C)[nH]n2c(=O)c1Cc1ccccc1,i,42,2.4,33,35%,51%*,7.2%,i,0.0,-0.4%,12%,28%
CCOc1ccc(N2C(=O)CC(N3CCN(c4ccc([N+](=O)[O-])cc4)CC3)C2=O)cc1 (configuration not stated),i,58,1.4,56,15%,-23%[20 µM],1.6%,i,0.6,-0.3%,-2%,9%
CCOc1cc(/C=N/NC(=O)C(=O)NC2CC2)cc(Br)c1O,i,18,2.6,79,-14%,5%,-0.1%,i,0.3,-0.2%,-4%,12%
CCc1ccc(CN2CCCC(CNC(=O)c3cccc(OC)c3OC)C2)cc1 (configuration not stated),i,6,-0.9,77,-35%,2%[20 µM],-2.5%,i,0.9,0.5%,11%,-13%
O=C(COc1ccccc1O)NNc1ccccc1,i,55,-1.1,93,-36%,-35%,1.0%,i,0.3,1.6%,4%,-144%
COCc1c(C(=O)NC2CCCCCC2)oc2ccccc12,i,38,2.1,63,-3%,-15%,-0.1%,i,0.2,-0.2%,-15%,4%
CN1C(=O)CC(C(=O)O)SC1=Nc1cc(Cl)c(O)c(Cl)c1 (configuration not stated),i,46,0.1,75,-13%,-34%,1.5%,i,2.0,-0.1%,10%,-5%
CSc1ccccc1NC(=O)COC(=O)Cc1cccs1,i,43,1.4,28,-20%,1%,-1.6%,i,0.2,0.0%,8%,6%
CNc1ccc([N+](=O)[O-])cc1-c1nc2ccccc2[nH]c1=O,i,30,2.2,64,1%,6%,-4.6%,+,4.8*,1.1%,-4%,7%
Cc1cc(C(F)F)nn1CC(=O)Nc1cc([N+](=O)[O-])ccc1F,i,40,0.3,56,-12%,-22%,0.7%,i,0.7,0.1%,10%,-1%
COc1ccc(-c2cnc3ncnn3c2N)cc1,i,58,0.5,92,-34%,-2%[20 µM],-7.4%,i,0.2,-0.1%,0%,-5%
Cc1ccc(C)c2sc(NC(=O)CN3C(=O)CCC3=O)nc12,i,23,1.3,68,15%,0%,-0.4%,i,0.6,0.3%,-4%,-1%
Cc1cccc(C)c1NC(=O)N1CCC(n2cnc3ccccc32)CC1,i,31,0.4,105,-1%,1%,3.2%,i,0.4,-0.1%,11%,-9%
COc1ccc(Cn2c(S(=O)(=O)CC(N)=O)nc3ccccc32)cc1[N+](=O)[O-],i,37,3.1,61,-20%,-7%,x,x,x,-0.3%,4%,7%
O=C1CC(c2ccco2)CC(O)=C1C=Nc1ccc(Br)cc1 (configuration not stated),i,36,1.6,54,-29%,3%,1.1%,i,0.5,0.0%,8%,-3%
COc1c(/C=N/NC(=O)[C@H]2C[C@@H]2c2ccccc2)c(CCN(C)C(C)=O)cc2c1OCO2,i,29,3.8,57,-10%,12%,3.8%,i,0.4,0.0%,-5%,-4%
CSc1ccccc1OCc1cc(C(=O)N(C)Cc2ccc(C)o2)no1,i,9,2.1,50,-46%,21%,6.9%,i,1.1,-0.1%,15%,-16%
COc1ccc(C2NCCc3c2[nH]c2ccccc32)cc1CSc1nc2ccccc2s1 (configuration not stated),i,45,x,x,8%,-62%,4.4%,i,0.8,1.0%,24%,2%
O=C1/C(=C/c2ccc(F)c(F)c2)CSc2sccc21,i,38,1.7,47,-3%,-10%,-0.1%,i,1.3,0.6%,10%,-8%
O=C(Oc1ccc2ccc(=O)oc2c1)N1CCOCC1,i,5,-0.9,53,-4%,-29%,-1.5%,i,1.9,-0.2%,-10%,-1%
O=C(CCCOc1ccccc1)Nc1nccs1,i,18,0.6,52,12%,-23%,-6.3%,i,1.0,0.3%,-5%,14%

# Other compounds
SMILES,T cell modulator,T cell modulator vesicle-bound %,NTR1 agonist,NTR1 agonist cell count 20 µM,NOD1 NF-kB reporter,KOR beta-arrestin-1,KOR beta-arrestin-2,Myeloid diff MLP,Myeloid diff MLP GFP+ MAC1+ %,GPR55 beta-arrestin,GPR55 antagonists,NOD2 inhibition
O=c1[nH]c2ccccc2n1C1=CCCC1,i,43,-0.9,51,-14%,-24%,-2.3%,i,1.3,-0.3%,-10%,13%
C#CCOCCOCCOCCNc1nc(N2CCN(C(=O)[C@H](C(C)C)n3cc(CCO)nn3)CC2)nc(N2CCN(C(=O)[C@H]([C@@H](C)CC)n3cc(CCCN=C(N)N)nn3)CC2)n1,x,x,-0.5,56,-11%,7%,-3.7%,i,0.2,0.2%,12%,13%
COc1ccc(C2/C=C\CN(C(=O)c3ccccc3)[C@H](Cc3ccccc3)C(=O)N2Cc2ccc(F)cc2)cc1 (some centres not stated),i,32,1.4,59,0%,26%,-1.3%,i,1.5,1.3%,5%,-10%
CCNC(=O)OCc1cn(-c2ccc(Cl)cc2)nn1,i,48,-0.3,47,-33%,-1%,-0.4%,x,x,0.1%,1%,-22%
